# Screening data as filed in PubChem.
# STK33 kin inh: blocks human STK33 kinase activity; ADP-Glo luminescence, MBP substrate; actives 0.44% (n = 27,000); Q9BYT3; inhibition, % at 12.5 µM; in the data active = inhibition above about 20%
# Target sequence (Q9BYT3 whole entry, looked up): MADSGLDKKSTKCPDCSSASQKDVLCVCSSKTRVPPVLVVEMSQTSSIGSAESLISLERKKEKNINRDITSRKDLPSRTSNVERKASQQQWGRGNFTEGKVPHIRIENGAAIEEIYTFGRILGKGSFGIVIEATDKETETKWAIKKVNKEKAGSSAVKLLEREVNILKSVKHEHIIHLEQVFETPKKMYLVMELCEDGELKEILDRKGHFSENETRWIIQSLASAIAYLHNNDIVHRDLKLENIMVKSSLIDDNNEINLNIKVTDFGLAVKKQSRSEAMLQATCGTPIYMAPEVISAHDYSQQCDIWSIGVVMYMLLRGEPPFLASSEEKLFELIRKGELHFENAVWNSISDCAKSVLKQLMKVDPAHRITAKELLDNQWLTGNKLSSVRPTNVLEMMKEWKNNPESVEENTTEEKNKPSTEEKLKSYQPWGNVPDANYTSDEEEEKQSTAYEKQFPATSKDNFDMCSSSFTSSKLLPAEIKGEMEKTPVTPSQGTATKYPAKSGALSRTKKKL
# mut p53 react: mutant p53 pathway reactivation. activation, % at 9.98 µM. SW480 PUMA-promoter luciferase. actives 1.5% (n = 28,000); in the data active = activation above about 52%
# * hit, by the source's call; . = no result given. This is a subset; rates above refer to the full screens.
no.	SMILES	STK33 kin inh	mut p53 react
1	C[C@H](CO)N1C[C@H](C)[C@@H](CN(C)C(=O)Nc2ccc3c(c2)OCO3)Oc2ccc(NS(=O)(=O)c3cccs3)cc2C1=O	.	-0.9
2	CC(C)C#Cc1cnc2c(c1)C(=O)N([C@H](C)CO)C[C@H](C)[C@H](CN(C)C(=O)CC1CC1)O2	.	3.9
3	O=C(CC1(O)C(=O)N(Cc2cccc3ccccc23)c2ccccc21)c1ccc(Br)s1 (configuration not stated)	-0.1	-16.3
4	COc1ccc(C)cc1NC(=O)CN(c1ccc(Cl)cc1)S(C)(=O)=O	0.0	-4.8
5	COc1ccc(C(=O)NCc2cccnc2)cc1C(=O)NCc1cccnc1	-1.6	-2.5
6	COc1ccc(OC)c(NC(=O)CCn2cnc3ccccc3c2=O)c1	3.6	7.4
7	C[C@H]1CN([C@@H](C)CO)C(=O)c2cc(NC(=O)Cc3ccccc3)ccc2O[C@H]1CN(C)C(=O)Nc1ccc2c(c1)OCO2	-2.0	.
8	O=C(C[C@@H]1C[C@H]2c3cc(NC(=O)Nc4ccc(C(F)(F)F)cc4)ccc3O[C@H]2[C@H](CO)O1)NCc1ccccn1	.	-18.9
9	C[C@@H]1CN([C@H](C)CO)C(=O)c2cc(NC(=O)Nc3cccc4ccccc34)ccc2O[C@H]1CN(C)Cc1ccncc1	0.7	.
10	CC(CC[C@]1(C)C2CCC=C(CO)[C@]2(C)CC[C@H]1C)CC(=O)O (some centres not stated)	-4.0	-6.3
11	COc1ccc(-c2cc(C(F)(F)F)n3ncc(C(=O)NCc4nc5ccccc5[nH]4)c3n2)cc1OC	0.7	-40.1
12	O=C(Nc1cccc(O)c1)c1cc(S(=O)(=O)N2CCOCC2)ccc1Cl	-4.1	-3.3
13	C[C@@H]1CN([C@@H](C)CO)C(=O)c2c(c3ccccc3n2C)-c2ccccc2CO[C@@H]1CN(C)S(=O)(=O)Cc1ccccc1	.	-10.5
14	Cc1cc(C(=O)Nc2cccc3c2O[C@H](CN(C)C(=O)Nc2ccccc2)[C@@H](C)CN([C@@H](C)CO)C3=O)n(C)n1	.	5.3
15	O=C(CNS(=O)(=O)c1ccccc1)Nc1ccccc1Br	-1.8	-8.1
16	Cc1noc(C)c1NC(=O)Nc1cccc2c1O[C@H](CN(C)Cc1ccc3c(c1)OCO3)[C@H](C)CN([C@@H](C)CO)C2=O	.	12.7
17	C[C@@H]1CN([C@H](C)CO)C(=O)c2cccc(NS(=O)(=O)c3ccc(Cl)cc3)c2O[C@@H]1CN(C)C	.	-15.4
18	C=CCN1C(=O)[C@@]2(O[C@@H](CCn3cc([C@H](O)c4ccccc4)nn3)[C@H]([Si](C)(C)c3ccc(OC)cc3)[C@H]2C)c2ccccc21	7.0	.
19	C[C@@H]1CN([C@H](C)CO)C(=O)Cc2cc(NS(=O)(=O)c3cn(C)cn3)ccc2O[C@H]1CN(C)S(=O)(=O)c1ccccc1	0.6	.
20	COc1ccc(OC)c(NC(=O)COc2ccc3c(C)cc(=O)oc3c2)c1	3.3	-6.7
21	C[C@@H]1CCCCO[C@@H](CN(C)C(=O)Cc2ccccc2)[C@@H](C)CN([C@@H](C)CO)C(=O)c2cc(NC(=O)Nc3ccccc3)ccc2O1	.	-12.8
22	C[C@H](CO)N1C[C@H](C)[C@H](CN(C)C(=O)c2ccncc2)Oc2cc(C#CC3(O)CCCC3)ccc2S1(=O)=O	.	6.1
23	O=C(Nc1cccc(S(=O)(=O)N2CCOCC2)c1)Nc1cccc(Cl)c1Cl	1.8	1.3
24	CCc1ccccc1NC(=O)COc1cc(O)c2c(=O)cc(-c3ccccc3)oc2c1	7.0	-9.5
25	CCOc1cccc(NC(=O)C2CC(=O)N(/N=C(\C)c3ccc(Br)s3)C(=N)S2)c1 (configuration not stated)	.	-12.5
26	COc1ccccc1-n1c(SCC(=O)N2CCOCC2)nc2ccccc2c1=O	-4.4	-1.2
27	COc1ccc(S(=O)(=O)Nc2ccc3c(c2)CC(=O)N([C@H](C)CO)C[C@@H](C)[C@H](CN(C)S(=O)(=O)c2cccs2)O3)cc1	-0.7	.
28	COc1cc([C@H]2OC[C@H]3[C@@H]2CO[C@H]3c2cc(OC)c(OC)c(OC)c2)cc(OC)c1OC	1.0	-3.1
29	C[C@@H]1CCCCO[C@H](CN(C)C(=O)Nc2ccccc2)[C@@H](C)CN([C@@H](C)CO)C(=O)c2cc(NC(=O)c3ccccc3)ccc2O1	.	7.0
30	CC(=O)OCC(=O)[C@@]1(OC(C)=O)[C@@H](C)C[C@H]2[C@@H]3C[C@H](F)C4=CC(=O)C=C[C@]4(C)[C@@]3(F)[C@@H](O)C[C@@]21C	1.3	-13.4
31	C[C@@H]1CCCCO[C@H](CN(C)C)[C@H](C)CN([C@@H](C)CO)C(=O)c2cc(NS(=O)(=O)c3cccs3)ccc2O1	.	1.8
32	CC#CCOC(=O)c1c(C)nc2sc3c(c2c1N)CCC(O)C3 (configuration not stated)	.	-8.0
33	C[C@@H]1CCCCO[C@H](CN(C)Cc2ccc(C(F)(F)F)cc2)[C@@H](C)CN([C@H](C)CO)C(=O)c2cc(NC(=O)Nc3ccccc3)ccc2O1	1.1	.
34	C[C@H]1CN([C@@H](C)CO)C(=O)c2cc(NC(=O)Nc3ccc(F)cc3)ccc2O[C@H]1CN(C)S(=O)(=O)c1cn(C)cn1	-2.5	1.8
35	C[C@@H]1CCCCO[C@H](CN(C)Cc2ccncc2)[C@@H](C)CN([C@@H](C)CO)C(=O)c2cc(N(C)C)ccc2O1	.	6.6
36	C=CCN1CCc2cc(OC)c(OC)cc2C1C#Cc1ccccc1 (configuration not stated)	-2.9	.
37	C[C@@H]1CN([C@H](C)CO)C(=O)c2cccc(NC(=O)c3ccncc3)c2O[C@H]1CN(C)Cc1ccc(C(F)(F)F)cc1	.	5.6
38	C[C@H]1CN([C@@H](C)CO)C(=O)c2cc(NC(=O)Cn3cnnn3)ccc2O[C@H]1CN(C)Cc1ccc(C(F)(F)F)cc1	-0.2	.
39	Cn1c(SCC(=O)Nc2ccc(Cl)c(Cl)c2)nnc1-c1ccc(Cl)c(Cl)c1	2.0	-30.7
40	O=C(CCCN1C(=O)c2ccccc2C1=O)Nc1ccc2c(c1)OCCO2	5.5	6.8
41	COc1ccc(S(=O)(=O)N(C)CC(=O)Nc2cc(C(F)(F)F)ccc2Cl)cc1	-0.8	-1.9
42	O=C(NCCCn1ccnc1)c1cc(-c2ccccn2)nc2ccc(Br)cc12	-4.2	13.3
43	CSc1ccccc1NC(=O)C(C)NS(=O)(=O)c1ccccc1 (configuration not stated)	0.7	-23.5
44	C[C@H]1CN([C@@H](C)CO)C(=O)c2cc(NC(=O)Nc3cccc4ccccc34)ccc2O[C@H]1CN(C)Cc1ccc(-c2ccccc2)cc1	5.3	.
45	C[C@H]1CN([C@@H](C)CO)C(=O)Cc2cc(NC(=O)Nc3ccc(F)cc3)ccc2O[C@@H]1CN(C)Cc1ccncc1	2.4	7.7
46	C[C@@H]1CN([C@@H](C)CO)C(=O)CCCn2nncc2CO[C@H]1CN(C)C(=O)Nc1cccc2ccccc12	0.7	.
47	Cc1nn2c(-c3cccc(NC(=O)CSc4nc5ccccc5o4)c3)nnc2c2ccccc12	3.8	73.5*
48	C[C@@H]1CN([C@H](C)CO)C(=O)Cc2cc(NC(=O)C3CC3)ccc2O[C@@H]1CN(C)C(=O)Nc1ccc(F)cc1	-0.5	9.1
49	CC(C)C#Cc1ccc2c(c1)O[C@@H](CN(C)Cc1ccncc1)[C@@H](C)CN([C@@H](C)CO)S2(=O)=O	.	-4.8
50	C[C@H](CO)N1C[C@H](C)[C@@H](CN(C)C(=O)NC2CCCCC2)Oc2c(NS(=O)(=O)c3cccs3)cccc2C1=O	.	15.2
51	C[C@H](CO)N1C[C@H](C)[C@H](CN(C)Cc2ccc(Cl)c(Cl)c2)Oc2ccc(NC(=O)Nc3ccc(C(F)(F)F)cc3)cc2CC1=O	0.0	.
52	Cc1ccc(S(=O)(=O)N(C)C[C@H]2Oc3ccc(NC(=O)c4ccncc4)cc3CC(=O)N([C@@H](C)CO)C[C@H]2C)cc1	3.4	.
53	C[C@H](CO)N1C[C@H](C)[C@H](CN(C)Cc2ccc3cccnc3c2)OCc2cnnn2CCCC1=O	0.0	.
54	C[C@@H]1CN([C@H](C)CO)C(=O)Cc2cc(N(C)C)ccc2O[C@@H]1CN(C)Cc1ccc(C(F)(F)F)cc1	-2.0	4.8
55	COC(=O)c1ccc(OCC(O)Cn2c(C)nc3ccccc32)cc1 (configuration not stated)	0.4	2.6
56	CC(C)(C)c1ccc(OCC(=O)NCc2ccco2)c(Br)c1	-3.5	88.5*
57	O=C(N1CCCCC1)[C@@]1(Cc2ccccc2)COC(c2ccc(OCCCO)cc2)=N1	1.7	.
58	COC(=O)C[C@H]1[C@]2(C)C3=C(C)[C@H](c4ccoc4)C[C@H]3O[C@@H]2[C@H](OC(C)=O)C2[C@](C)(C(=O)OC)C=CC(=O)[C@@]21C (some centres not stated)	1.7	-10.3
59	C[C@H](CO)N1C[C@H](C)[C@@H](CN(C)CC2CCCCC2)Oc2ccc(NC(=O)CCCN(C)C)cc2C1=O	-1.1	.
60	Cc1cc(Cl)ccc1OC(C)C(=O)Nc1ccc(C(=O)Nc2ccccc2C(=O)O)cc1 (configuration not stated)	-6.3	-8.8

# Next section
no.	SMILES	STK33 kin inh	mut p53 react
61	C[C@H]1CN([C@@H](C)CO)S(=O)(=O)c2ccc(C3=CCCC3)cc2O[C@@H]1CN(C)C(=O)CC1CC1	.	-8.2
62	COc1ccc(NC(=O)Nc2cccc3c2O[C@@H](CN(C)Cc2ccc(Oc4ccccc4)cc2)[C@@H](C)CN([C@@H](C)CO)C3=O)cc1	.	3.6
63	Cc1ccc(S(=O)(=O)Nc2cccc3c2O[C@H](CN(C)C)[C@@H](C)CN([C@@H](C)CO)C3=O)cc1	-2.5	.
64	COc1ccc(S(=O)(=O)N(C)C[C@H]2Oc3ccc(NC(=O)Nc4ccc(F)cc4)cc3CC(=O)N([C@@H](C)CO)C[C@@H]2C)cc1	0.2	.
65	CCc1ccc(C(=O)Nc2ccc(S(=O)(=O)Nc3nc(C)cc(C)n3)cc2)o1	-0.6	8.9
66	Cc1cc(C(=O)Oc2c(C)cc(C(=O)O)c(O)c2C)c(O)c(C)c1O	-9.6	6.9
67	COc1ccc(S(=O)(=O)N(C)C[C@@H]2Oc3c(NS(C)(=O)=O)cccc3C(=O)N([C@@H](C)CO)C[C@@H]2C)cc1	.	6.9
68	COCC#Cc1cnc2c(c1)C(=O)N([C@@H](C)CO)C[C@H](C)[C@H](CN(C)S(C)(=O)=O)O2	.	5.1
69	C[C@H]1CN([C@@H](C)CO)C(=O)Cc2cc(NC(=O)Cc3cn(C)c4ccccc34)ccc2O[C@@H]1CN(C)C(=O)Nc1ccc(F)cc1	-0.4	.
70	C[C@@H]1CN([C@@H](C)CO)C(=O)c2cc(NS(=O)(=O)c3ccccc3)ccc2O[C@@H](C)CCCCO[C@@H]1CN(C)S(=O)(=O)c1cn(C)cn1	.	2.5
71	CC(=O)N1CCN(Cc2nc3cc(NC(=O)Cn4nc(C)c5ccccc5c4=O)ccc3n2C)CC1	-0.4	-3.1
72	Cc1cc(OCC(=O)Nc2cccc3ncccc23)ccc1Cl	-4.7	7.0
73	Cc1cccc(NC(=O)c2cc(NC(=O)C3CCCCC3C(=O)O)ccc2N2CCOCC2)c1 (configuration not stated)	-0.6	-14.5
74	C[C@@H]1CN([C@H](C)CO)C(=O)c2cccc(NC(=O)c3ccc(-c4nccs4)cc3)c2O[C@H]1CN(C)S(=O)(=O)c1cccs1	.	5.4
75	C[C@@H]1CN([C@@H](C)CO)S(=O)(=O)c2ccc(C#Cc3ccccn3)cc2O[C@@H]1CN(C)Cc1ccc(F)cc1	.	-8.0
76	C[C@H](CO)N1C[C@H](C)[C@H](CN(C)S(=O)(=O)c2ccc(Cl)cc2)Oc2ccc(NS(=O)(=O)c3cccs3)cc2CC1=O	5.2	-6.9
77	CN(C/C=C/c1ccccc1)Cc1cccc2ccccc12	0.8	6.0
78	COc1ccc(CN(C)C[C@@H]2OCCCC[C@@H](C)Oc3ccc(NC(=O)CCCN(C)C)cc3C(=O)N([C@H](C)CO)C[C@@H]2C)cc1	1.3	1.6
79	COC(=O)N(C)C[C@@H]1OCc2cnnn2CCCC(=O)N([C@@H](C)CO)C[C@@H]1C	-1.2	-8.3
80	C[C@H]1CN([C@@H](C)CO)C(=O)c2cc(NC(=O)NC3CCCCC3)ccc2O[C@@H]1CN(C)C(=O)Nc1ccc2c(c1)OCO2	-1.5	0.8
81	CC(C)NC(=O)N(C)C[C@@H]1Oc2cc(C#Cc3cccc(F)c3)ccc2S(=O)(=O)N([C@H](C)CO)C[C@H]1C	.	-6.4
82	CNC[C@@H]1Oc2ccc(NC(=O)C3CCCCC3)cc2CC(=O)N([C@H](C)CO)C[C@@H]1C	3.0	.
83	CC(C)NC(=O)N(C)C[C@@H]1OCCCC[C@H](C)Oc2ccc(NC(=O)Cc3ccccc3)cc2C(=O)N([C@H](C)CO)C[C@@H]1C	.	-11.8
84	CCC1(C)Cc2c(sc3nnn(CC(=O)Nc4ccc(OC)cc4OC)c(=O)c23)CO1 (configuration not stated)	4.3	-6.5

# Not a retest: an excerpt of the list.
no.	SMILES	STK33 kin inh	mut p53 react
1	C[C@H](CO)N1C[C@H](C)[C@@H](CN(C)C(=O)Nc2ccc3c(c2)OCO3)Oc2ccc(NS(=O)(=O)c3cccs3)cc2C1=O	.	-0.9
2	CC(C)C#Cc1cnc2c(c1)C(=O)N([C@H](C)CO)C[C@H](C)[C@H](CN(C)C(=O)CC1CC1)O2	.	3.9
3	O=C(CC1(O)C(=O)N(Cc2cccc3ccccc23)c2ccccc21)c1ccc(Br)s1 (configuration not stated)	-0.1	-16.3
4	COc1ccc(C)cc1NC(=O)CN(c1ccc(Cl)cc1)S(C)(=O)=O	0.0	-4.8
5	COc1ccc(C(=O)NCc2cccnc2)cc1C(=O)NCc1cccnc1	-1.6	-2.5
6	COc1ccc(OC)c(NC(=O)CCn2cnc3ccccc3c2=O)c1	3.6	7.4
7	C[C@H]1CN([C@@H](C)CO)C(=O)c2cc(NC(=O)Cc3ccccc3)ccc2O[C@H]1CN(C)C(=O)Nc1ccc2c(c1)OCO2	-2.0	.
